From PubChem BioAssay
A549 tox = counter-screen for Nrf2 inhibitors: cytotoxicity in A549 cells; 0.16% of 390,000 active; A549 ARE-Fluc cells, CellTiter-Fluor viability, 18-24 h; AID 504648; Potency, µM (series often up to 46 µM), inactives show top-dose activity change, negative = cytotoxicity, usual class: inhibitors; further: potency means the concentration at half of the fitted maximal effect; on the % scale 0 is the no-effect control and ±100 the full control effect
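A549 ARE_Fluc cells in 5% FBS OPTI-MEM were exposed to compounds in concentration-response for 18-24 h at 37 deg C. Viability was read by CellTiter-Fluor fluorescence (Ex 405/Em 525) after 30 min, before the luciferase read.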
Nrf2 ARE act = activates Nrf2 signaling | AREc32 ARE-luciferase reporter (MCF7-derived line), luminescence, 24 h | Potency, µM (highest dose often 46.1 µM), without a hit: at the highest dose activation, actives largely listed as activators | 0.31% of 410,000 active; further: potency means the concentration at half of the fitted maximal effect; % of control where 0% means no effect; nearly all actives have a fitted effect of over 65% in size
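AREc32 cells carrying an ARE-driven firefly luciferase reporter were seeded at 1000 cells/well in OPTI-MEM with 5% FBS, then exposed to compound for 24 hr at 37 deg C. Luminescence was read with Steady-Glo after 30 min at RT.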
CCT modulator = modulators of cytosolic chaperonin (CCT/TRiC) activity; purified chaperonin ATPase assay, HTRF ADP detection, 30 min; activity change, % (test concentration not listed), hits read low; 0.3% of 360,000 active; AID 651819; in the data active means activity change below about -30%; further: on the % scale 0 is the no-effect control and ±100 the full control effect
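ATPase activity: ADP formed was measured by HTRF Transcreener (665/615 nm ratio) after 30 min at 37 deg C with 10 uM ATP. Compounds screened at one 76 uM concentration against 40 or 20 nM TRiC in Tris pH 7.4/KCl/MgCl2/DTT buffer.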
pAkt inh = blocks phosphorylation of Akt | Neuro2A IGF-stimulated pAkt S473 HTRF, 20 min; hits give low values | activity change, % for hits at 50 µM | 0.32% of 360,000 active | AID 651550; in the data active means activity change below about -80%; inconclusive means mostly about -51% to -80%; further: on the % scale 0 is the no-effect control and ±100 the full control effect
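Neuro2A cells (4,500/well, DMEM with 0.5% FBS) were treated with compound at a single 50 µM final concentration, stimulated with 6 nM IGF for 20 min at 37 °C, and lysed. Phospho-Akt Ser473 was read by HTRF as 665/615 ratio ×10^4.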
Abeta yeast res = restores growth of yeast expressing A-beta42 peptide | yeast expressing A-beta42, growth rescue, OD600, 48 h; response scale: 0% DMSO, 100% iron-clioquinol control | Potency, µM (top dose mostly 46.1 µM), for inactives: top-dose growth rescue, hits mostly activators | 0.063% of 410,000 active | AID 1347071; further: potency means the concentration at half of the fitted maximal effect; nearly all actives have a fitted effect of over 55% in size
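Growth rescue measured by 600 nm absorbance after 48 h yeast culture at 30 C with compound. Values normalized between DMSO and an equimolar ferric chloride plus clioquinol control.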
TGFb SMAD3 inh = TGF-b pathway inhibition; Potency, µM (doses to about 46.1 µM), for inactives: top-dose activity, negative = inhibition, actives largely listed as inhibitors; 1.2% of 410,000 active; HepG2 CAGA-GFP TGF-b/SMAD3 reporter, GFP fluorescence, 18 h; TGF-beta stimulated, 500 pg/mL final; further: potency means the concentration at half of the fitted maximal effect; on the % scale 0 is the no-effect control and ±100 the full control effect; nearly all actives have a fitted effect of over 65% in size
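Using HEPG2 CAGA-GFP reporter cells at 1000 cells/well, we pinned test compounds, stimulated with recombinant TGF-beta (500 pg/mL final) and measured total well GFP after 18 h.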
HepG2 viability = HepG2 cytotoxicity, counter-screen for TGF-b inhibitors; HepG2 CAGA-GFP viability, ATP luminescence, 18 h; Potency, µM (titrated, usually from 46.1 µM), without a hit: at the highest dose activity change, negative = cytotoxicity, hits mostly cytotoxic; 0.76% of 410,000 active; further: potency means the concentration at half of the fitted maximal effect; some results filed as inactive show a strong effect at the top dose
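CellTiter-Glo luminescence gave cytotoxicity after 18 hours at 37 degrees C. The cells were HepG2 CAGA-GFP in 1% FBS DMEM, stimulated with 500 pg/mL TGF-beta after compound addition. %Activity was normalised to no-cell wells (complete cell-killing) and DMSO (no toxicity), and curves were fitted and classified.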
MmCpn inh = M. maripaludis TRiC chaperonin inhibition; purified Mm-Cpn ATPase, ADP Transcreener TR-FRET; Potency, µM (doses to about 76.9 µM), inactives show top-dose activity, negative = inhibition, actives largely listed as inhibitors; 0.031% of 330,000 active; further: potency means the concentration at half of the fitted maximal effect; on the % scale 0 is the no-effect control and ±100 the full control effect; nearly all actives have a fitted effect of over 80% in size
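Reaction buffer contained 30 mM Tris pH 7.4, 100 mM KCl, 5 mM MgCl2 and 1 mM DTT. Mm-CPN (25 nM final) hydrolysed 10 uM ATP over 30 min at 37°C; ADP was read by HTRF.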
Nrf2 block = blocks Nrf2 signaling; A549 ARE-Fluc reporter, luciferase luminescence, 18-24 h; Potency, µM (highest dose often 46 µM), without a hit: at the top dose activity change, negative = inhibition, actives largely listed as inhibitors; 2.1% of 360,000 active; AID 504444; further: potency means the concentration at half of the fitted maximal effect; on the % scale 0 is the no-effect control and ±100 the full control effect; nearly all actives have a fitted effect of over 60% in size
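In this cell-based qHTS, ARE-driven firefly luciferase in A549 cells reports Nrf2 activity; the luminescent signal after BugLite lysis is the measured value, with a prior CellTiter-Fluor read for cell health.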
Active calls of the source: *; i = inactive; u = inconclusive; x = no result given; & = joins results of further samples; [ ] = remark or other dose. Unless noted, the call rests on the fitted dose curve; in most records, active means well fitted curve in the direction sought with a large enough effect; inconclusive means small, poorly fitted or top-dose-only effect, or another doubt; inactive means no such curve, though single readings can be large; an effect the other way counts as inactive or inconclusive.

SMILES	A549 tox	Nrf2 ARE act	CCT modulator	pAkt inh	Abeta yeast res	TGFb SMAD3 inh	HepG2 viability	MmCpn inh	Nrf2 block
Cc1cccc2sc(N(CCCN(C)C)C(=O)c3ccc4ncsc4c3)nc12	-7.3%	6.5%	0.5	i	x	u	-67.0%	-0.3%	-7.3%
Cc1nn(-c2ccc(C(=O)N3CCN(S(=O)(=O)c4ccccc4C(F)(F)F)CC3)cc2)c(C)c1Cl	-3.5%	-0.9%	-2.4	i	4.9%	u	-14.8%	0.4%	-7.6%
Cc1cccc(SCC(=O)Nc2ccccc2[N+](=O)[O-])c1	-0.1%	0.2%	0.0	i	14.7%	0.7%	0.2%	-3.7%	-8.1%
CCOC(=O)c1c(S(=O)(=O)N2CCCC(C(=O)Nc3ncccc3C)C2)c(C)n(C)c1C (stereo not drawn)	0.7%&1.1%	-0.6%&0.4%	-3.1	i	7.2%&-1.3%	14.7%&-7.9%	21.7%&-11.3%	2.6%	5.6%
COc1ccc(-c2c(C(C)=O)c(C)nc3sc4c(=O)n(-c5ccc(C)cc5)nnc4c23)cc1	-1.5%	0.0%	-5.3	i	-22.8%	-7.5%	-1.5%	2.1%	u
O=c1c2nnn(Cc3ccc(Cl)cc3)c2ncn1Cc1ccc(F)cc1	2.1%	-0.7%	-0.7	i	2.1%	u	-6.4%	0.4%	-14.0%
COC(=O)COc1ccc(NS(=O)(=O)c2cccc([N+](=O)[O-])c2)cc1	-2.9%	3.9%	2.7	i	-11.8%	u	-30.7%	0.5%	-8.7%
CCc1cnc(Nc2nc(C(N)Cc3ccc(F)cc3)cs2)nc1 (stereo not drawn)	x	-2.8%	-1.3	i	-1.8%	u	-94.9%	x	x
COC(=O)c1ccc(Cn2c(C)c(C(=O)Nc3cccc(Oc4ccccc4)c3)sc2=O)o1	x	1.4%	-0.9	i	-0.5%	u	-19.7%	x	x
O=Cc1sc(=O)n(Cc2cccc(C(=O)O)c2)c1Cl	0.7%	-0.7%	1.6	i	-7.5%	6.0%	3.6%	-2.6%	-8.9%
CCN1C(=O)C(=O)N(CC(=O)Nc2cc(C)ccc2C)C1=O	1.0%	-1.0%	-3.8	i	14.3%	10.9%	-0.5%	2.7%	-2.3%
Cc1nc(SCC(=O)c2ccc(F)c(F)c2)[nH]c(=O)c1Oc1ccc(F)cc1	-3.6%	0.3%	0.3	i	3.5%	-1.2%	4.7%	-0.2%	0.8%
O=C(c1cccc(COCC(F)(F)C(F)F)c1)N1CCN(c2ccccc2)CC1	-0.7%	0.0%	-2.9	i	7.2%	u	0.0%	x	9.4%
CS(=O)(=O)N(CCc1ccccc1)CC(=O)Nc1ccc2c(c1)OCO2	-3.2%	0.5%	-0.6	-104.7%*	16.4%	-5.1%	-30.9%	x	-0.3%
CCOC(=O)c1ccc(NC(=S)NCC(O)c2ccccc2)cc1 (stereo not drawn)	2.9%	-0.8%	0.2	i	-1.4%	-5.4%	2.0%	0.7%	9.2%
CCOc1ccc(C2C(C#N)=C(N)N3C(=C2C#N)Sc2ccccc23)cc1 (stereo not drawn)	u	9.9%	0.0	i	2.5%	1.0%	0.2%	-6.9%	27.6%
Cn1nc(C(C)(C)C)cc1C(=O)NNC(=O)c1ccccc1Cl	-3.7%	0.0%	-0.3	i	11.1%	-13.3%	-2.7%	-0.1%	u
Cc1cc(NS(=O)(=O)c2ccc(NC(=S)NCc3ccccc3)cc2)no1	-2.5%	-0.7%	-1.5	i	7.4%	4.6%	2.2%	-1.6%	-7.3%
COC(=O)Cn1c(=NC(=O)CN2C(=O)CCC2=O)sc2cc(S(N)(=O)=O)ccc21	0.0%	-0.3%	1.8	i	-12.6%	1.1%	6.0%	0.8%	15.8%
NC(=O)CCC(C(=O)O)N1C(=O)C2C3CCC(C3)C2C1=O (stereo not drawn)	x	-0.3%	0.7	i	1.0%	1.1%	2.6%	x	x

Next part (two carried over from the part before).
SMILES	A549 tox	Nrf2 ARE act	CCT modulator	pAkt inh	Abeta yeast res	TGFb SMAD3 inh	HepG2 viability	MmCpn inh	Nrf2 block
COC(=O)Cn1c(=NC(=O)CN2C(=O)CCC2=O)sc2cc(S(N)(=O)=O)ccc21	0.0%	-0.3%	1.8	i	-12.6%	1.1%	6.0%	0.8%	15.8%
NC(=O)CCC(C(=O)O)N1C(=O)C2C3CCC(C3)C2C1=O (stereo not drawn)	x	-0.3%	0.7	i	1.0%	1.1%	2.6%	x	x
Cc1cnc(C(=O)OCC(=O)Nc2cccc(S(=O)(=O)N3CCOCC3)c2)cn1	-0.6%	-0.5%	-0.9	i	7.9%	-2.8%	-2.1%	1.9%	-11.0%
O=C1SCCN1N=Cc1ccc([N+](=O)[O-])o1	u	-0.5%	-1.9	i	-39.5%[inhibitor]	u	-52.3%	x	u
CCOc1ccc(NC(=S)Nc2ccc(Br)cc2Cl)cc1	0.6%	-0.3%	-0.2	i	19.5%	-6.1%	-4.7%	-0.1%	-15.2%
O=C(Oc1ccccc1)c1c(Cl)cccc1P(=O)(O)O	-0.8%	-0.4%	1.1	i	-20.6%	-21.7%	13.6%	-0.1%	17.1%
COc1ccc2c(c1)CCC(C)N2C(=O)C(=O)c1c[nH]c2ccccc12 (stereo not drawn)	-18.4%	-0.4%	-0.8	i	19.7%	-30.2%	-23.6%	-0.4%	u
CN(C)S(=O)(=O)c1cccc(NC(=O)CCCSc2ccccc2)c1	-6.3%	2.8%	-0.6	i	3.0%	-12.4%	-5.2%	0.5%	u
CNC(=S)NNC(=O)c1ccccc1F	2.5%	0.4%	-0.8	i	1.8%	-4.5%	9.8%	-5.1%	3.1%
CCCNc1c(N)n(-c2ccccc2)c(=O)[nH]c1=O	0.9%	-0.6%	-2.2	i	10.4%	-19.4%	-1.8%	1.5%	7.4%
COc1cc(Br)cc2cc(C(=O)N3CCOCC3)c(=O)oc12	-0.5%	2.3%	2.2	i	-3.2%	1.8%	3.9%	0.9%	-2.3%
CC(=O)Nc1cccc(NC(=O)c2c(-c3ccccc3)noc2C)c1	3.1%	-0.1%	-3.6	x	-5.2%	29.7%	12.6%	1.1%	-18.2%
COc1cc(/C=N/NC(=O)CNS(=O)(=O)c2ccc(C)cc2)cc(OC)c1OC	6.0%	0.4%	-0.1	i	4.1%	41.8%[activator]	3.6%	x	4.9%
CC(C)Cc1ccc(C(C)C(=O)Nc2ncccn2)cc1 (stereo not drawn)	6.6%	3.4%	-0.1	i	-30.0%	5.8%	-23.9%	2.4%	-15.4%
Cc1ccc(/C=C/C(=O)Nn2cnnc2)cc1	-5.9%	20.7%	-0.8	i	7.7%	7.1%	-20.4%	0.3%	x
CCCc1nnc(NC(=O)CN2CCOCC2)s1	-6.2%	-0.8%	-0.1	i	18.3%	-6.0%	-3.0%	-0.3%	5.1%
O=C(CCc1ccc(S(=O)(=O)NCc2ccccc2)cc1)NCc1cccnc1	0.8%	0.5%	-3.0	i	-7.1%	2.4%	-2.8%	0.9%	u
O=C(COC(=O)Cc1ccc(F)cc1)NC1CCCCC1	-0.7%	-0.4%	-2.4	i	1.0%	-4.9%	10.2%	1.6%	1.0%
CC(C)c1ccc(NC(=O)c2sccc2-n2cccc2)cc1	14.9%	u	-1.6	i	-3.2%	-3.2%	-28.1%	-4.7%	5.1%
COc1ccc2oc(=O)c(-c3nnc(N)s3)cc2c1	-0.8%	3.6%	1.1	i	-20.2%	-4.3%	6.1%	-6.0%	u
Nc1ncnc2c1ncn2[C@@H]1O[C@H](CNS(=O)(=O)C2CC2)[C@@H](O)[C@H]1O	-0.4%	-0.5%	-1.3	i	-11.0%	-8.0%	-3.1%	-1.6%	2.2%
N=c1c(S(=O)(=O)c2ccc(F)cc2)cc2c(=O)n3ccccc3nc2n1CC1CCCO1 (stereo not drawn)	12.9%	0.3%	1.1	i	0.7%	24.0%	0.2%	-1.9%	16.7%
CC(=O)Nc1ccc(NC(=O)CN2C(=O)CC(c3ccco3)Sc3ccccc32)cc1 (stereo not drawn)	-1.3%	0.4%	x	x	-12.0%	14.2%	-20.8%	x	-6.8%
C/C(=N\NC(=O)c1cccs1)c1ccc2ccccc2c1	0.4%	5.5%	-3.1	i	-2.9%	0.0%	1.3%	0.8%	13.9%
Cc1ccccc1C(OCCN(C)C)c1ccccc1 (stereo not drawn)	1.8%&-3.6%	-0.3%&0.5%	-0.3&-0.9	i	-7.3%&-16.4%	9.1%&31.1%&11.7%	-0.2%&-2.2%&-6.5%	2.6%&-10.1%	5.3%&1.7%

3 structures already listed, arranged by count of non-hydrogen atoms, rising:
SMILES	A549 tox	Nrf2 ARE act	CCT modulator	pAkt inh	Abeta yeast res	TGFb SMAD3 inh	HepG2 viability	MmCpn inh	Nrf2 block
CC(C)c1ccc(NC(=O)c2sccc2-n2cccc2)cc1	14.9%	u	-1.6	i	-3.2%	-3.2%	-28.1%	-4.7%	5.1%
COc1ccc2c(c1)CCC(C)N2C(=O)C(=O)c1c[nH]c2ccccc12 (stereo not drawn)	-18.4%	-0.4%	-0.8	i	19.7%	-30.2%	-23.6%	-0.4%	u
COc1cc(/C=N/NC(=O)CNS(=O)(=O)c2ccc(C)cc2)cc(OC)c1OC	6.0%	0.4%	-0.1	i	4.1%	41.8%[activator]	3.6%	x	4.9%
